ERK EGF inh: qHTS Assay for Inhibitors of the ERK Signaling Pathway using a Homogeneous Screening Assay; Stimulation with EGF; Potency, µM (top dose mostly 11.5 µM), for inactives: at the highest dose activity change, negative = inhibition, most hits filed as inhibitors; HEK293-V1b, EGF-stimulated phospho-ERK AlphaScreen; 130,000 compounds, 0.41% hits; active means well fitted inhibition curve with a large enough effect; inconclusive means small, poorly fitted or top-dose-only effect, or effect the other way;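 further: plate controls were stimulated vehicle wells for no effect and unstimulated vehicle basal for full effect; nearly all actives have a fitted effect of over 55% in size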
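Homogeneous cell-based phospho-ERK assay: HEK293/V1b cells in 1% FBS, compound 30 min then EGF 5 min, AlphaScreen luminescence. Activity normalized between DMSO and 25 nM EGF controls; AC50 from Hill modelling.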
* hit, by the source's call; ? = inconclusive; [ ] = remark or other dose. Potency means the concentration at half of the fitted maximal effect. An excerpt, so the mix of outcomes need not match the whole.

SMILES	ERK EGF inh
CCOc1cc2[nH]c(=S)n(C3CCN(Cc4ccccc4)CC3)c(=O)c2cc1OCC	-5%
O=C(NC1CCCCC1)C(c1ccncc1)N(C(=O)Cc1cccs1)c1ccccc1 (configuration not stated)	2%
NNC(=O)c1ccc(-c2ccccc2F)cc1	-1%[57.5 µM]
O=C(CP(=O)(O)CC(=O)c1ccccc1)c1ccccc1	-2%
O=C1CSC(c2ccccc2)N1Nc1nc(N2CCOCC2)nc(N2CCOCC2)n1 (configuration not stated)	3%
O=C(N[C@@H](Cc1c[nH]c2ccccc12)C(=O)O)c1ccccc1Cl	1%[57.5 µM]
CC1(c2ccccc2Cl)NC(=O)N(CC(=O)NCCC2=CCCCC2)C1=O (configuration not stated)	-2%
COc1ccccc1C(=O)N1CCC(N2CCN(c3ccccc3)CC2)CC1	2%[57.5 µM]
O=C1NC(CCc2ccccc2)C(=O)N1CCOc1ccccc1 (configuration not stated)	-4%
Cc1ccc(S(=O)(=O)NCC(=O)NCc2ccncc2)cc1	-4%
CCOC(=O)C1CCN(Cc2cn(C)nc2-c2ccc(Oc3ccccc3)cc2)CC1	1%
O=C(CSc1nnc(-c2ccc(O)cc2)n1-c1ccccc1)CC(=O)Nc1ccccc1	10%
NC(=O)c1cccnc1	-22%[57.5 µM]
COCCCNC(=O)c1ccc([N+](=O)[O-])c(Cl)c1	-1%
O=C(/C=C\c1ccc(O)c(O)c1)O[C@@H]1C[C@](O)(C(=O)O)C[C@@H](O)[C@@H]1O	-9%[25.7 µM]
O=c1[nH]c(=O)n([C@@H]2O[C@H](CO)[C@@H](O)[C@H]2O)cc1Br	-8%
CCOc1ccc(C(C)=O)cc1CSc1nnnn1-c1ccc(O)cc1	-1%
CCC(C)(C)C(=O)OC1CC(C)C=C2C=CC(C)C(CCC3CC(O)CC(=O)O3)C21 (configuration not stated)	-5%
CCCOC(=O)c1cccc(Nc2nc(-c3cccnc3)nc3ccccc23)c1	?
Cn1c(C(=O)NCCOc2ccccc2Cl)cc(=O)n(C)c1=O	-8%
COc1ccc(N(C(=O)c2cccnc2)S(=O)(=O)c2ccc3c4c(cccc24)C(=O)N3C)cc1	-7%
Cc1ccc2sc(=O)[nH]c2c1	-15%[57.5 µM]
CCOc1ncccc1C(=O)Nc1ccc(S(=O)(=O)NC2=NCCCCC2)cc1	4%
CCCN1CNC(=S)N(c2ccccc2OCC)C1	4%
Cc1sc(NC(=O)CSc2nnnn2C)c(C#N)c1C	-2%
O=C(NCCC1=CCCCC1)NC12CC3CC(CC(C3)C1)C2	10%
O=C(CCC1CCCC1)Nc1ccc(C(=O)NCc2cccnc2)cc1	-5%
O=C(O)c1ccc(N2C(=O)Nc3ccccc3N2O)cc1	30%[57.5 µM]
CCN(CC)CCN(Cc1cc2cccc(C)c2[nH]c1=O)C(=S)Nc1ccccc1	4%
O=C(O)c1ccc2c3c1cccc3c(=O)n1c3ccccc3nc21	-8%
O=C(Nc1ccc2c(c1)CCC2)c1ccc(Cl)nc1	-6%
COc1ccc(-c2ccc(SCc3ccccn3)nn2)cc1OC	20%
COc1ccccc1N1CCN(Cc2nc(-c3ccc(F)cc3)oc2C)CC1	?
COC(=O)CC1C(=O)NCCN1C(=O)CSc1nc2ccccc2o1 (configuration not stated)	-1%
CC(C)(C)NC(=O)C(c1cccs1)N(C(=O)C(=O)NC1CCCC1)c1ccccc1F (configuration not stated)	8%
Cc1ccnc(NC(=O)CCC(=O)N(CC(=O)NCc2ccccc2)c2ccc3c(c2)OCO3)c1	4%
CC(C)(C)OC(=O)N1CCC(CNC(=O)c2ccc(F)cc2F)CC1	8%[57.5 µM]
CCc1ccccc1N1C(=O)[C@@H]2Cc3ccccc3CN2C1=O	2%[57.5 µM]
C=CCSc1nc(O)c(C2OC(=O)c3c2ccc(OC)c3OC)c(=O)n1-c1ccccc1 (configuration not stated)	6%[57.5 µM]
O=C(NCCN1CCN(Cc2ccccc2)CC1)Nc1cc(Cl)cc(Cl)c1	4%[57.5 µM]
COC(=O)c1c(C)oc(C)c1S(=O)(=O)NCc1cccs1	6%[57.5 µM]
Cc1cc(OCCCCCN2CCCC2)ccc1Cl	-8%
O=C(COC(=O)CCC(=O)c1ccc(F)cc1)NCc1ccco1	3%
C=CCNC(=O)NC(=O)COC(=O)CC(NC(N)=O)c1ccc(Cl)cc1 (configuration not stated)	-8%
COc1ccc(CC(=O)Nc2cccc(SC)c2)cc1OC	2%
CN(C)C(=S)Nc1cccc(-c2n[nH]c(=S)o2)c1	-6%
C=CCn1c(=S)[nH]c2scc(-c3cccs3)c2c1=O	3%
O=C(NCCO)C(O)C(O)C(=O)NCCO (configuration not stated)	-26%
O=C(NCCCn1ccnc1)c1cc2nc(-c3ccc(Br)cc3)cc(C(F)(F)F)n2n1	2%
CCOC(=O)N/N=C/c1c(C)nn(-c2ccccc2Cl)c1Cl	-5%
CC(C)C(=O)NC(=S)N(Cc1ccccc1)Cc1ccccc1	4%
Cc1cccc2[nH]c(CN(C)Cc3nc(CC4CC4)no3)nc12	5%
O=C(Nc1ccc(-c2ccc3nncn3n2)cc1)C1CCCC1	6%
Cc1ccccc1C(=O)N1CCN(c2ccccn2)CC1	5%
CC(C)C[C@@H](CC(=O)N[C@H](CC(=O)N[C@@H]1CCCC[C@H]1C(=O)N[C@H](CC(=O)N[C@@H](CCC(=O)O)CC(=O)O)Cc1c[nH]c2ccccc12)C(C)C)NC(=O)[C@@H]1CNCC[C@H]1N	9%
CC(NC(=O)COC(=O)/C=C/c1ccc([N+](=O)[O-])cc1)c1ccccc1 (configuration not stated)	-1%
O=Cc1ccc(Oc2cc(-c3ccccc3)nc(-c3ccccc3)n2)cc1	-3%
COc1cccc(CN(C)CC(=O)Nc2sc3c(c2C#N)CCC3)c1OC	1%
COC(=O)C1C(=O)C(C(=O)/C=C/c2ccccc2)C(=O)CC1(C)C (configuration not stated)	2%
CCn1cnc2cc(NC(=O)c3ccco3)ccc21	1%

Among those listed so far, these contain a thiophene ring, fused or not.
SMILES	ERK EGF inh
O=C(NC1CCCCC1)C(c1ccncc1)N(C(=O)Cc1cccs1)c1ccccc1 (configuration not stated)	2%
Cc1sc(NC(=O)CSc2nnnn2C)c(C#N)c1C	-2%
CC(C)(C)NC(=O)C(c1cccs1)N(C(=O)C(=O)NC1CCCC1)c1ccccc1F (configuration not stated)	8%
COC(=O)c1c(C)oc(C)c1S(=O)(=O)NCc1cccs1	6%[57.5 µM]
C=CCn1c(=S)[nH]c2scc(-c3cccs3)c2c1=O	3%
COc1cccc(CN(C)CC(=O)Nc2sc3c(c2C#N)CCC3)c1OC	1%

New compounds follow:
SMILES	ERK EGF inh
O=C(Nc1ccccc1C(=O)NCc1ccco1)Nc1cccc2ccccc12	-16%
O=C(c1ccc(Cl)cc1)N1CCn2c1nc1ccccc12	-3%
Cc1cc(C)n(CCN(C)C(=O)CCc2nnc(CCC3CCCCC3)o2)n1	4%
Cc1ccc2[nH]c(=O)c(CN(Cc3ccccc3)C(=S)NCCCN(C)C)cc2c1	2%
Nc1n[nH]c(-c2cccc([N+](=O)[O-])c2)n1	4%
Nc1ccc(C(=O)OC2CCOC2=O)cc1[N+](=O)[O-] (configuration not stated)	-5%
Cc1cc(N2CCCCC2)nc(N)n1	1%
O=C(c1cc(C(F)(F)F)cc(C(F)(F)F)c1)N1CCC[C@@]2(CCN(Cc3nccs3)C2)C1	11%
CC1(C)CC(=S)Nc2ccccc2S1	4%
COc1ccc(CCNS(=O)(=O)c2ccc3oc(C(=O)O)c(C)c3c2)cc1OC	5%
CS(=O)(=O)c1ccc2nc(NC(=O)c3cc(-c4ccccc4)nn3-c3ccccc3)sc2c1	2%
COc1ccc(OC)c(-c2csc(CCn3nc(C)cc3C)n2)c1	-4%
CC(=O)N1c2ccccc2Nc2ccccc21	8%
CCCCN1CCC(CCC(=O)c2cc(Cl)c(N)cc2OC)CC1	5%
O=C(N/N=C/c1cc(Cl)ccc1O)c1ccncc1	-6%[57.5 µM]
C=CCn1c(CNC(=O)c2cccs2)nnc1SCc1ccc(Cl)cc1Cl	27%
COc1ccccc1CN1C[C@@H]2C[C@@H](c3[nH]c4c(C)cccc4c3C)N3CCC[C@@]23C1=O	5%
COc1cc(NC(=O)c2ccccc2NS(=O)(=O)c2ccc(Cl)s2)cc(OC)c1	-2%
COc1ccc2nc(/C=N/NC(=O)[C@@H]3CCCN3C(=O)OC(C)(C)C)ccc2c1	-5%[57.5 µM]
C/C(=N\NC(=O)c1ccc(Br)cc1)c1cccc(NC(=O)c2cccnc2)c1	4%
CC(=O)N/C(=N\OCc1ccc(Br)cc1)c1nonc1NC(C)=O	4%
CC(=O)N(CCC(Cc1ccccc1)c1ccc2c(c1)OCO2)Cc1ccc(Cl)cc1 (configuration not stated)	-14%[57.5 µM]
CC12COC3(C(=O)NCCc4ccccc4)CC1CCC32C (configuration not stated)	1%
O=C(COC(=O)Cn1cnc2ccccc2c1=O)Nc1ccc2c(c1)OCO2	16%
CCN(CC)c1ccc(C=C2C(=O)OC(c3ccccc3)OC2=O)cc1 (configuration not stated)	4%
CC(C)(C)C1CCc2c(sc(NC(=O)c3cccs3)c2C(N)=O)C1 (configuration not stated)	7%
O=C(NNc1cccc(Cl)c1)c1cccnc1Oc1ccccc1	-18%[57.5 µM]
CCOC(=O)/C(C#N)=C/c1ccc(N2CCN(C)CC2)cc1	3%
O=c1n(Cc2ccc(F)cc2)nc2n1-c1ccccc1SC2	0%[57.5 µM]
O=C(O)C1CCCCC1C(=O)Nc1ccc(-c2ccccc2)cc1 (configuration not stated)	-2%

By substructure: those above containing an aryl thioether with sulfur outside any ring (eight)
SMILES	ERK EGF inh
O=C(CSc1nnc(-c2ccc(O)cc2)n1-c1ccccc1)CC(=O)Nc1ccccc1	10%
CCOc1ccc(C(C)=O)cc1CSc1nnnn1-c1ccc(O)cc1	-1%
Cc1sc(NC(=O)CSc2nnnn2C)c(C#N)c1C	-2%
COc1ccc(-c2ccc(SCc3ccccn3)nn2)cc1OC	20%
COC(=O)CC1C(=O)NCCN1C(=O)CSc1nc2ccccc2o1 (configuration not stated)	-1%
C=CCSc1nc(O)c(C2OC(=O)c3c2ccc(OC)c3OC)c(=O)n1-c1ccccc1 (configuration not stated)	6%[57.5 µM]
COc1ccc(CC(=O)Nc2cccc(SC)c2)cc1OC	2%
C=CCn1c(CNC(=O)c2cccs2)nnc1SCc1ccc(Cl)cc1Cl	27%

(listing goes on)
SMILES	ERK EGF inh
Cc1cc(C(=O)N2CCc3c([nH]c4ccccc34)C2c2cccc(Cl)c2)nn1C (configuration not stated)	?
Cc1ccc(N=Cc2c(C)[nH]n(-c3ccccc3)c2=O)nc1	4%[57.5 µM]
COCCNc1nnc(SCC(=O)c2c[nH]c3ccccc23)s1	-4%
N=C(N)N1CCc2ccccc2C1	2%
CC(=O)Nc1ccc(OC(=O)c2c(-c3ccccc3Cl)noc2C)cc1	-4%
Cc1ccc(NC(=O)CN2C(=O)C3C4C=CC(C4)C3C2=O)cc1S(=O)(=O)N(C)C (configuration not stated)	7%
COc1cc(C2Nc3ccccc3C(=O)N2c2ccccc2)c(Br)cc1OCC(=O)O (configuration not stated)	9%
Cc1ccc(-n2c(SCC(=O)Nc3ccc4c5c(cccc35)CC4)nc(O)c(C)c2=O)cc1	4%
CCN(CC)S(=O)(=O)c1ccc(N2CCN(c3cccc(OC)c3)CC2)c([N+](=O)[O-])c1	?
NC(=S)Nc1ncc(CCN2CCOCC2)c(-c2ccc(F)cc2)n1	-10%
O=C(Nc1nnc(C2CC2)o1)c1ccc(S(=O)(=O)N2CCc3ccccc3C2)cc1	-6%
COc1ccc2c(c1O)Cc1ccccc1C2=O	1%[57.5 µM]
Cc1cc(C)c2oc(C(=O)N(Cc3ccccc3)C3CCS(=O)(=O)C3)cc(=O)c2c1 (configuration not stated)	3%[57.5 µM]
COc1ccc(NC(=O)CCNS(=O)(=O)c2ccc3c(c2)c(=O)n(C)c(=O)n3C)cc1OC	-5%
COc1cc(Br)c(CCNC(=O)c2ccco2)cc1OC	-8%

Rewritten comma-delimited: entries from further up.
SMILES,ERK EGF inh
Cc1ccc(N=Cc2c(C)[nH]n(-c3ccccc3)c2=O)nc1,4%[57.5 µM]
O=C(Nc1nnc(C2CC2)o1)c1ccc(S(=O)(=O)N2CCc3ccccc3C2)cc1,-6%
Cc1ccc(NC(=O)CN2C(=O)C3C4C=CC(C4)C3C2=O)cc1S(=O)(=O)N(C)C (configuration not stated),7%
COc1ccc2c(c1O)Cc1ccccc1C2=O,1%[57.5 µM]
Cc1ccc(-n2c(SCC(=O)Nc3ccc4c5c(cccc35)CC4)nc(O)c(C)c2=O)cc1,4%

(next part)
SMILES	ERK EGF inh
COc1ccc(CCNC(=O)C2Cc3ccccc3C(=O)O2)cc1 (configuration not stated)	3%
Cc1c(C(=O)NCc2ccc(S(N)(=O)=O)cc2)oc2ccc(Cl)cc12	4%
C#Cc1ccc([C@@H]2C=C(C(=O)NCc3nc4ccccc4[nH]3)O[C@H](OCC)[C@H]2CCCO)cc1	5%[57.5 µM]
C/C(=N\O)c1ccc(Cl)c(Cl)c1	15%[57.5 µM]
COCCNC(=O)NC(=O)CN1CCCc2ccccc21	13%
CC(NC(=O)CCl)c1ccccc1Br (configuration not stated)	2%[57.5 µM]
CC(C)OC(=O)CCC(=O)Nc1ccc(F)cc1	0%
CCOC(=O)c1cccc(NC(=O)/C=C/c2ccc3c(c2)OCO3)c1	?
CC1(OC(=O)CCc2ccccc2)C(=O)C=C2C=C(c3ccsc3)OC=C2C1=O (configuration not stated)	2%
CN1CCCN(c2ccc([N+](=O)[O-])cc2)CC1	-4%
O=C(c1ccc(F)cc1F)N1CCN(c2n[nH]c(=O)[nH]c2=O)CC1	2%
CCN=C1S/C(=C\c2ccc(OC)c(OCC)c2)C(=O)N1CC	5%
CC(C)C(NC(=O)OCc1ccccc1)C(=O)NCc1ccc(C(=O)O)cc1 (configuration not stated)	-3%
CC(C)NC(=O)N1CCCC2(CCN(C(=O)c3ccncc3)CC2)C1	16%
O=[N+]([O-])c1cccc(/C=N\N2CCN(c3ccc(Cl)cc3)CC2)c1	8%

Screens (PubChem BioAssay)
